AddAB inh – growth inhibition of E. coli expressing H. pylori AddAB, primary screen, AddAB inhibitor project, absorbance; inhibition, % at 11.9 µM; 330,000 tested, 0.29% active; in the data active = inhibition above about 12%;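 note: 0% = vehicle wells of infected cells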
CDK5 inh – inhibitors of human CDK5/p35 kinase, primary screen, biochemical, single concentration | Cyclin-dependent kinase 5 (Homo sapiens) + Cyclin-dependent kinase 5 activator 1 (Homo … | Recombinant CDK5/p35, ADP-Glo luminescence, 60 min | inhibition, % at 10 µM | 330,000 tested, 0.01% active;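 active = highest replicate inhibition of at least 50% and at least 75% of replicates reaching 50%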;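 note: plate controls were DMSO neutral control for no effect and GW8510 at 10 µM for full effect; many of its hits are not listed in these tables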
HTR5A ag ctr – HTR5A agonists in luminescence cell assay, primary screen, counter-screen for OPRM1-OPRD1 heterodimer agonist project, full-deck HTS; 5-hydroxytryptamine receptor 5A (Homo sapiens), P47898; cell-based; activation, % at 9.3 µM; 340,000 tested, 0.61% active; AID 504692, 2011; in the data active = activation mostly above about 9.5%, no sharp cut-off; inactive = mostly below about 7.6%;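 note: 0% = cells with vehicle only and 100% = reference agonist; strong numbers were not always called active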
Target sequence (P47898 whole entry, looked up): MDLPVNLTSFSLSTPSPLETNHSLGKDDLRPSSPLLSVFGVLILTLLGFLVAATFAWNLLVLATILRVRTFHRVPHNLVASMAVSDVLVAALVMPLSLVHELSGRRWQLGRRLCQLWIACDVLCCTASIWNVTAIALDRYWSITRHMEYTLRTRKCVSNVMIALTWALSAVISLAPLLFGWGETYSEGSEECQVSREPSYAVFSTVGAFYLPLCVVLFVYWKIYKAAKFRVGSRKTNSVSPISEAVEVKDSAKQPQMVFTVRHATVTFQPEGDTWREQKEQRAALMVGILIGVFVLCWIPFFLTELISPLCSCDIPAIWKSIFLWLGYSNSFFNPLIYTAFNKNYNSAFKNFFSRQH
SUMO Mot1 rescue – yeast Mot1-301 growth rescue at high temperature, primary screen, SUMOylation pathway inhibitor project, S. cerevisiae, ATP luminescence, 38.5C; S. cerevisiae Mot1-301 growth rescue; percent above DMSO median, 100 means doubled; growth rescue, % at 18.8 µM; 320,000 tested, 1% active;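 active = every valid replicate shows activation above 250% relative to neutral control wells; inactive = the rest, any valid replicate at or below 250%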;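 note: OY570 slx delta 5 strain wells were the positive control but not used for scaling; some compounds called inactive have numbers as strong as hits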
PKA-R1A activ – activators of PKA-R1A holoenzyme, primary screen, biochemical, fluorescence polarization, Cy5-IP20, bovine R1A, mouse PKAc; PKA-R1A dissociation; scaled: DMSO 0%, 113 µM cGMP 100%; activation, % at 11.4 µM; 340,000 tested, 0.083% active;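 active = percent activation above the mean of all tested compounds plus 3 SD, cut at about 19% in these data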;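 note: higher means more PKAc released from R1A so a rise in polarization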
HTR5A inv ctr – HTR5A inverse agonists in luminescence cell assay, primary screen, counter-screen for OPRM1-OPRD1 heterodimer inverse agonist project, full-deck HTS; 5-hydroxytryptamine receptor 5A (Homo sapiens), P47898; HTR5A cell line, inverse agonism; inhibition, % at 9.3 µM; 340,000 tested, 0.083% active; AID 504634, 2011; in the data active = inhibition mostly above about 23%, no sharp cut-off; inactive = mostly below about 18%;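 note: 0% = cells with DMSO and 100% = no-cell wells with DMSO; some compounds called inactive have numbers as strong as hits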
PKA-R2B activ – activators of PKA-R2B holoenzyme, primary screen, biochemical, fluorescence polarization, Cy5-IP20, human. PKA-R2B holoenzyme dissociation; R2B truncated from residue 108, S112A mutant; 0% DMSO only, 100% 113 µM cGMP. 340,000 tested, 0.079% active. activation, % at 11.4 µM. cAMP-dependent protein kinase catalytic subunit beta (Homo sapiens) + cAMP-dependent …;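 active = activation above a cutoff set at the mean over all compounds plus 3 SD, cut at about 18% in these data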;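 note: higher means more holoenzyme dissociation and a rise in polarization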
Target sequence (P31323 whole entry, looked up, other chains not shown, the tested form may be a part): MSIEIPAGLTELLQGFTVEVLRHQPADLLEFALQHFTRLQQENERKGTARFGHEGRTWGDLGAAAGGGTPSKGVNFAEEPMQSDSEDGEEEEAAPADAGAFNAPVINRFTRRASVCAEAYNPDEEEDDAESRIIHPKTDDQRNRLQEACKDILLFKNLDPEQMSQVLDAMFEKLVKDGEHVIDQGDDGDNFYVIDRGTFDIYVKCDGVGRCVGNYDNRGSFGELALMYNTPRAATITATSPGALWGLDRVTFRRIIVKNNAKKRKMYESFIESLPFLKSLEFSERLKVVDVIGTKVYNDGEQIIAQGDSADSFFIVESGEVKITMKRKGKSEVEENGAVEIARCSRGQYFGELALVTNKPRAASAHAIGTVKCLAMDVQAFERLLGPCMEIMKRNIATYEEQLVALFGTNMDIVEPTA
Ecoli viability – E. coli V3065 growth inhibition, primary screen, counter-screen for AddAB inhibitor project, absorbance, OD600; 330,000 tested, 0.27% active; 18 h; inhibition, % at 11.9 µM; AID 449728, 2010;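 active = inhibition above the campaign's mean inhibition across all tested compounds plus 3 SD, cut at about 9.9% in these data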;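 note: uninfected addAB+ strain grown without phage in ampicillin broth; 0% = DMSO wells and 100% = ciprofloxacin 0.95 µg/ml wells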
DAGLB inh – DAGLB lipase inhibitors, primary screen, biochemical, fluorescence, HTS | Diacylglycerol lipase-beta (Homo sapiens), Q8NCG7 | HEK293T DAGLB membrane lysate, EnzChek fluorogenic substrate | inhibition, % at 5.17 µM | 340,000 tested, 0.059% active; in the data active = inhibition above about 34%;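 note: 0% = enzyme with vehicle and 100% = wells lacking enzyme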
Tat transport – E. coli Tat export inhibitors, primary screen, MC4100, TorA-mCherry reporter, fluorescence, single point; inhibition, % at 10 µM; 340,000 tested, 0.036% active;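 active = mean replicate inhibition at least 50% and at least half of replicates individually reaching 50%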;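 note: exported cargo escapes ClpAP degradation while cytoplasmic cargo is degraded and loses fluorescence; 0% = median of neutral control wells and 100% = median of NaSCN control wells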
phage Ecoli inh – growth loss of phage-infected E. coli, primary screen, RecBCD inhibitor project, absorbance, with phage, HTS; 360,000 tested, 0.26% active; inhibition, % at 11.9 µM; in the data active = inhibition above about 11%
* marks the source's active call; other numbers are inactive results; . = not tested or not shown.

| no. | mol | AddAB inh | CDK5 inh | HTR5A ag ctr | SUMO Mot1 rescue | PKA-R1A activ | HTR5A inv ctr | PKA-R2B activ | Ecoli viability | DAGLB inh | Tat transport | phage Ecoli inh |
| --- | --- | --- | --- | --- | --- | --- | --- | --- | --- | --- | --- | --- |
| 1 | CCn1c(SCC(=O)Nc2ccc(N(C)C)cc2)nnc1-c1cccc(C)c1 | 1.2 | -0.5 | 4 | -3 | -1 | -11 | 0 | -0.4 | -3 | -1 | 1.7 |
| 2 | Cc1nnc(SCC(=O)Nc2ccc(O)cc2)c2ccccc12 | 3.4 | 2.3 | 0 | -12 | -8 | 5 | 4 | -4.5 | -2 | 7 | 1.8 |
| 3 | CNC(=S)NNC(=O)c1sccc1OCc1cccc(C(F)(F)F)c1 | 4.2 | -0.8 | 1 | 4 | 2 | -2 | 1 | 1.3 | -1 | -5 | 0.6 |
| 4 | Cc1cc(C)c(NC(=S)N2CCCC2C(=O)O)c(C)c1 (stereo not drawn) | 2.8 | -0.8 | 0 | -7 | -7 | -13 | -4 | 1.7 | -1 | -3 | 2.2 |
| 5 | COC(=O)[C@@H]1C[C@@]2(O)[C@H](O)[C@H](O)[C@H](O)C[C@H]2N1Cc1cc(F)ccc1F | 5.2 | 0.5 | 0 | -16 | 0 | 12 | 1 | 0.8 | 0 | -3 | 1.1 |
| 6 | Cc1ccc([C@@H]2[C@@H]3C(=O)N(c4ccccc4)C(=O)[C@@H]3[C@]3(C)C(=O)N(Cc4ccc(-c5ccccc5)cc4)CC(=O)N23)o1 | 3.2 | 1.4 | -4 | 1 | -12 | 11 | 1 | -0.4 | -1 | 4 | 0.2 |
| 7 | CCOc1ccc(C(c2c(NC(=O)c3ccco3)sc(C)c2C)N2CCOCC2)cc1 (stereo not drawn) | -0.2 | -6.7 | 0 | -15 | -8 | -11 | -5 | 0.7 | -7 | 5 | 7.0 |
| 8 | COc1ccccc1C(=O)NNC(=O)C1CCCO1 (stereo not drawn) | 2.6 | 1.6 | -1 | 236 | -12 | 1 | 1 | -2.7 | -2 | -5 | 2.5 |
| 9 | Fc1cc2[nH]c(=S)[nH]c2cc1Cl | 2.1 | 6.5 | 2 | 3 | 6 | 4 | -1 | 1.6 | -1 | -1 | 1.0 |
| 10 | CCn1c(SCC(=O)c2ccccc2)nc2ccccc2c1=O | 3.0 | 0.4 | 1 | 144 | -11 | -16 | 3 | 1.8 | -3 | -2 | 4.4 |
| 11 | CC(C)(C)OC(=O)NCCc1nnc(SCC(=O)Nc2cccc(Cl)c2)o1 | 3.5 | 0.5 | 1 | -15 | 5 | 3 | -8 | -1.9 | 3 | 6 | 3.5 |
| 12 | CCOC(=O)/C(=C/Nc1ccccc1)[N+](=O)[O-] | 1.4 | -0.2 | -2 | 7 | 1 | -11 | -2 | 1.3 | 2 | 0 | 4.7 |
| 13 | CC1(O)c2ccccc2C(=O)N1CCc1ccccc1F (stereo not drawn) | 3.0 | -0.1 | -4 | 46 | -13 | 12 | 3 | -0.7 | -6 | 4 | 2.1 |
| 14 | Cc1ccc(NC(=O)CN2C(=O)S/C(=C\c3ccccn3)C2=O)cc1 | 1.2 | -4.2 | -1 | 7 | -7 | 6 | -6 | 3.0 | -3 | -17 | 2.8 |
| 15 | Cn1c2ccsc2c2ncn(Cc3ccccc3F)c(=O)c21 | 4.0 | -0.4 | 0 | -10 | -5 | 1 | 1 | -0.5 | 1 | -12 | 6.6 |
| 16 | NC(=O)COC(=O)c1ccc2noc(-c3ccccc3)c2c1 | -0.1 | -3.1 | -2 | -3 | -2 | 8 | -2 | 1.6 | -3 | -6 | 3.9 |
| 17 | CCOC(=O)Cn1cc(/C=C(\C#N)C(=O)N2CCOCC2)c2ccccc21 | 1.0 | -0.7 | -5 | 11 | 4 | 13 | 0 | -1.3 | -2 | -4 | -1.5 |
| 18 | Nc1nonc1-n1nnc(C(=O)N/N=C/c2ccc(F)cc2)c1-c1cccs1 | 2.0 | -1.4 | 0 | 87 | -11 | -1 | -12 | 1.3 | -1 | 0 | -0.3 |
| 19 | CC(=O)N1CCN(C(=O)c2ccc(OC3CCN(CCc4ccccc4)CC3)cc2)CC1 | 2.1 | 0.4 | 0 | -13 | -17 | 14 | -3 | 0.3 | 0 | -3 | -1.1 |
| 20 | COc1cc(/C=N/n2c(C)n[nH]c2=S)ccc1OCc1ccc(F)cc1 | 0.2 | -1.2 | 7 | 9 | 2 | 22 | 3 | -0.9 | 0 | 3 | 2.0 |
| 21 | CCN(CCCNC(=O)CCCN1C(=O)COc2ccc(C)cc21)c1cccc(C)c1 | -0.3 | 3.0 | 2 | 379 | 1 | -36 | -2 | -1.9 | 1 | 11 | 4.3 |
| 22 | OCCN(CCO)c1nc(-c2ccccc2)nc2c1oc1ccccc12 | -2.6 | -0.5 | 2 | 7 | 3 | -10 | -5 | -2.4 | 4 | 0 | 4.3 |
| 23 | O=C(CC1C(=O)NCCN1Cc1cccc(F)c1)NC1CCCCCC1 (stereo not drawn) | 1.6 | 0.0 | 1 | -6 | -2 | -1 | -4 | 0.4 | 3 | -4 | -2.5 |
| 24 | CN(C)S(=O)(=O)c1ccc(N2CCCC2)c(C(=O)Nc2ccccc2N2CCOCC2)c1 | . | 0.7 | -1 | . | -5 | 13 | 5 | . | -1 | -2 | 2.3 |
| 25 | O=S(=O)(Cc1ccccc1)Nc1ccc(Br)cn1 | 1.2 | 2.5 | 6 | 26 | -2 | -17 | 0 | -3.0 | 0 | -8 | 3.7 |
| 26 | CC(C)C[C@@H](CN)NC(=O)c1nc[nH]c1C(=O)N[C@@H](C)C(=O)CNC[C@H](CC(C)C)NC(=O)c1nc[nH]c1C(=O)N[C@@H](CC(=O)O)C(=O)O | . | 2.0 | 0 | . | -2 | -1 | 3 | . | 1 | -9 | 0.1 |
| 27 | S=c1nc(-c2csc3c2CCCC3)[nH][nH]1 | 0.0 | 2.8 | 5 | . | -4 | 11 | -12 | 2.3 | 0 | -9 | 3.1 |
| 28 | O=C(Nc1ccc(S(=O)(=O)N2CCc3ccccc32)cc1)C(F)(F)F | 2.4 | 0.2 | 0 | 75 | 10 | -1 | -3 | -2.6 | -1 | -1 | 2.5 |
| 29 | CN(C)/C(=N\S(=O)(=O)c1ccccc1)c1ccc(Cl)cc1 | 0.7 | -0.5 | -1 | -7 | 8 | 4 | 4 | 0.1 | 0 | 4 | 3.4 |
| 30 | C=CCN(CC=C)C(=O)c1cccc(S(=O)(=O)N2c3ccccc3CC2C)c1 (stereo not drawn) | 0.4 | -2.1 | 0 | 22 | -9 | -6 | -15 | -0.9 | -4 | 3 | 1.3 |
| 31 | COc1ccccc1N1CCN(C(=O)c2ccc3[nH]c(C)c(C)c3c2)CC1 | 0.2 | 0.0 | 0 | 6 | -7 | -2 | 8 | -0.6 | -2 | -2 | -0.4 |
| 32 | CCC(C(=O)NC1CC1)n1nc(C)c2c(C)n(-c3ccccc3)nc2c1=O (stereo not drawn) | 1.0 | -0.6 | -2 | -8 | -3 | 6 | 4 | -0.9 | 0 | -2 | 0.3 |
| 33 | CCCc1cc(=O)[nH]c(SCC(=O)NCc2ccc3c(c2)OCO3)n1 | 0.7 | 0.9 | -3 | -8 | -6 | -3 | -10 | -2.3 | 2 | -3 | 0.3 |
| 34 | COc1ccccc1OCC(=O)Nc1ccc(N2CCCCC2)cc1 | 2.4 | 1.6 | 2 | 16 | -1 | 12 | -9 | 0.4 | -2 | -3 | 1.7 |
| 35 | Cn1c(C(=O)N2CCCC(C(=O)NCc3cccs3)C2)cc2sccc21 (stereo not drawn) | 1.1 | 1.7 | -5 | -4 | 6 | 14 | -1 | 0.8 | 2 | -1 | 2.0 |
| 36 | CN1C(C(=O)c2ccccc2)=C(N)c2ccccc2S1(=O)=O | 0.7 | 3.0 | -1 | 171 | 1 | 3 | 4 | 1.9 | 1 | 4 | 2.3 |
| 37 | CC1(C)CC(=NOC(=O)c2ccccc2)CC(C)(C)N1 | 1.3 | 0.5 | 4 | -8 | 1 | -16 | 2 | 1.2 | -2 | -5 | . |
| 38 | COC(=O)CN1C(=O)C(O)(CC(=O)c2ccc(C)cc2)c2ccccc21 (stereo not drawn) | 1.2 | 1.2 | 0 | -30 | -14 | 0 | -13 | -3.3 | -2 | -3 | -1.4 |
| 39 | Cc1cccc(C)c1NC(=O)CN1CCN(C(=O)c2ccc(OCc3cn4ccccc4n3)cc2)CC1 | 1.0 | -1.0 | 1 | 15 | 1 | -5 | -5 | -1.1 | -1 | 5 | 1.3 |
| 40 | O=C(N1CCOCC1)N1CCN(S(=O)(=O)c2ccc(Cl)cc2)CC1 | 3.0 | 0.5 | 2 | 125 | -17 | -2 | -2 | -0.9 | 1 | -1 | -1.3 |
| 41 | Cc1nn(Cc2ccccc2Cl)c2sc(C(=O)OC3CCCC3=O)cc12 (stereo not drawn) | -0.2 | -0.9 | 6 | -12 | -8 | 14 | -3 | -0.9 | -2 | 6 | -0.6 |
| 42 | CCOc1ccc(NC(=O)COC(=O)CCC(=O)c2cccs2)cc1 | -0.4 | -0.2 | 4 | . | 0 | -13 | -11 | -3.0 | -12 | 3 | 1.5 |
| 43 | CCOc1ccc(-n2c(N)c(C(=O)NCc3ccco3)c3nc4ccccc4nc32)cc1 | 1.1 | -3.1 | -2 | 11 | -15 | 11 | -4 | -0.6 | 5 | 3 | . |
| 44 | CCOc1cc(/C=C/c2ccc3cccc([N+](=O)[O-])c3n2)ccc1OCC(=O)N(C)C | -1.7 | -5.7 | 8 | 6 | -1 | -22 | 5 | 0.5 | 1 | 3 | 1.7 |
| 45 | COc1ccccc1NC(=O)COc1ccc(C(=O)NC2CCCc3ccccc32)cc1OC (stereo not drawn) | -0.3 | 1.0 | -4 | 44 | 4 | -10 | -4 | -2.8 | 1 | -2 | 5.3 |
| 46 | CN(C)CCCOc1ccc2c(c1)Sc1ccccc1CC2=O | 0.6 | . | -1 | -20 | -6 | -2 | -1 | -0.7 | 0 | -10 | 1.5 |
| 47 | O=C(Nc1c2c(nn1-c1cccc(Cl)c1)CS(=O)(=O)C2)C1CC1 | 2.2 | -0.1 | 2 | -6 | -18 | 0 | 2 | -1.2 | 1 | 0 | 1.0 |
| 48 | CCOC(=O)C1CCc2sc(N)c(C#N)c21 (stereo not drawn) | 0.9 | 0.2 | -5 | 523 | -12 | 14 | -6 | 0.9 | -1 | 5 | 2.7 |
| 49 | N=C1C(c2nc3ccccc3[nH]2)=C(O)CN1C1CCCCC1 | -0.2 | -0.1 | -4 | -18 | -5 | 8 | 12 | -2.0 | 3 | -1 | 4.2 |
| 50 | O=C(CCCOc1ccc(Cl)cc1Cl)Nc1ccccc1C(=O)O | 1.3 | -0.6 | 3 | -8 | -2 | -21 | -6 | 4.6 | 2 | -9 | -1.9 |

Compound activity from PubChem BioAssay.
